From PubChem
BLM inh: qHTS Assay for Inhibitors of Bloom's syndrome helicase (BLM). RecQ-like DNA helicase BLM (Homo sapiens), P54132. recombinant BLM DNA unwinding, fluorescence dequenching. Potency, µM (doses to about 56.1 µM), without a hit: at the highest dose activity change, negative = inhibition, hits mostly inhibitors. 350,000 compounds, 0.2% hits. AID 2528, 2010;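 also: potency is read from the fitted curve at half-maximal effect; plate controls were vehicle for no effect and no enzyme for full effect; nearly all actives have a fitted effect of over 35% in size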
LDHA inh: qHTS assay for inhibitors of human lactate dehydrogenase; purified LDHA, NADH/diaphorase-resazurin fluorescence; hits give low values; 480,000 compounds, 0.15% hits; activity change, % (values are at about 110 or 230 µM); in the data active = activity change below about -30%; inconclusive = mostly about -25% to -30%;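 also: plate controls were DMSO wells for no effect and wells without enzyme for full effect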
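Enzyme activity of human lactate dehydrogenase 5 (2 nM; 0.06 mM NADH, 0.2 mM pyruvate, 5 min, RT) is measured via a resazurin/diaphorase fluorescence readout of residual NADH.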
APEX1 inh: qHTS Assay for Inhibitors of the Human Apurinic/apyrimidinic Endonuclease 1 (APE1). recombinant APE1, TAMRA/BHQ-2 abasic DNA cleavage fluorescence. Potency, µM (series often up to 65.8 µM), inactives show at the top dose activity change, negative = inhibition, hits mostly inhibitors. 350,000 compounds, 0.35% hits. AID 2517, 2012;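 also: potency is read from the fitted curve at half-maximal effect; plate controls were vehicle for no effect and reference inhibitor for full effect; nearly all actives have a fitted effect of over 55% in size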
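Quantitative HTS: incision of a TAMRA/BHQ-2 double-stranded substrate bearing a tetrahydrofuran abasic site by 0.75 nM APE1 raises fluorescence. Substrate 50 nM final, added after 15 min compound preincubation at room temperature; progress as third-minus-first kinetic read difference.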
Anesthetic bind: qHTS Assay for Identification of Novel General Anesthetics; apoferritin/1-aminoanthracene competitive binding, fluorescence; Potency, µM (series often up to 77.5 µM), for the others: at the top dose activity change, negative = displacement, most hits filed as inhibitors; 350,000 compounds, 0.074% hits; AID 485281, 2010; Ferritin light chain (Equus caballus), P02791; also: potency is read from the fitted curve at half-maximal effect; % is scaled to controls: 0 for no effect and ±100 for the full control effect; nearly all actives have a fitted effect of over 20% in size
Target sequence (P02791 2-175 limits assumed): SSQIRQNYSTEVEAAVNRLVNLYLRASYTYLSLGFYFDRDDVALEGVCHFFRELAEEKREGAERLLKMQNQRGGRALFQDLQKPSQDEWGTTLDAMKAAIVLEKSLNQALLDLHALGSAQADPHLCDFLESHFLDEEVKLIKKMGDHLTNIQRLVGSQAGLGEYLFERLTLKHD
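Horse-spleen apoferritin (10 uM) was mixed with 50% saturated 1-aminoanthracene in PBS, exposed to compounds for 10 min at room temperature, and read for fluorescence (ex 380 nm, em 535 nm). Competitive displacement was fitted with a four-parameter Hill equation.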
POLH inh: qHTS for Inhibitors of Polymerase Eta. recombinant Pol eta, fluorescent DNA replication assay. Potency, µM (series often up to 114 µM), inactives show at the highest dose activity change, negative = inhibition, most hits filed as inhibitors. 390,000 compounds, 1.2% hits. AID 588591, 2011; also: potency is read from the fitted curve at half-maximal effect; % is scaled to controls: 0 for no effect and ±100 for the full control effect
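Pol eta (10 nM) was preincubated with compounds for 15 min at room temperature, after which fluorescent replication substrate (50 nM final) was added to start the reaction. Fluorescence was read kinetically at 0 and 10 min.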
Pol kappa inh: qHTS for Inhibitors of Polymerase Kappa. purified Pol kappa, fluorescent DNA synthesis assay, 10 min. Potency, µM (top dose mostly 107 µM), inactives show at the highest dose activity, negative = inhibition, hits mostly inhibitors. AID 588579, 2011. 400,000 compounds, 0.53% hits; also: potency is read from the fitted curve at half-maximal effect; % is scaled to controls: 0 for no effect and ±100 for the full control effect
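Kinetic fluorescence readout at 0 and 10 min followed reaction start with substrate at 50 nM final. Beforehand, enzyme (10 nM Pol kappa) stood 15 min with compound at room temperature; buffer-only wells were negative controls.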
GRP78 ERSR act: qHTS for Inducers of the Endoplasmic Reticulum Stress Response (ERSR) in Human Glioma: qHTS | U87-MG GRP78 promoter luciferase reporter, 16 h | Potency, µM, inactives show at the highest dose activation, actives largely listed as activators | 420,000 compounds, 0.02% hits | AID 602332, 2012; also: potency is read from the fitted curve at half-maximal effect; series mostly up to about 76 µM; % of control where 0% means no effect; nearly all actives have a fitted effect of over 35% in size
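Stably transfected U87-MG glioma cells carrying a GRP78-based luciferase sensor; 16 h compound incubation. Luminescence end-point read 10 min after Bright-Glo addition at room temperature.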
Pol iota inh: qHTS for Inhibitors of Polymerase Iota. DNA polymerase iota (Homo sapiens), Q9UNA4. Pol iota fluorescent replication assay, 10 min. Potency, µM (top dose mostly 115 µM), without a hit: at the top dose activity, negative = inhibition, usual class: inhibitors. 390,000 compounds, 1% hits. AID 588590, 2011; also: potency is read from the fitted curve at half-maximal effect
Target sequence (Q9UNA4 whole entry, looked up): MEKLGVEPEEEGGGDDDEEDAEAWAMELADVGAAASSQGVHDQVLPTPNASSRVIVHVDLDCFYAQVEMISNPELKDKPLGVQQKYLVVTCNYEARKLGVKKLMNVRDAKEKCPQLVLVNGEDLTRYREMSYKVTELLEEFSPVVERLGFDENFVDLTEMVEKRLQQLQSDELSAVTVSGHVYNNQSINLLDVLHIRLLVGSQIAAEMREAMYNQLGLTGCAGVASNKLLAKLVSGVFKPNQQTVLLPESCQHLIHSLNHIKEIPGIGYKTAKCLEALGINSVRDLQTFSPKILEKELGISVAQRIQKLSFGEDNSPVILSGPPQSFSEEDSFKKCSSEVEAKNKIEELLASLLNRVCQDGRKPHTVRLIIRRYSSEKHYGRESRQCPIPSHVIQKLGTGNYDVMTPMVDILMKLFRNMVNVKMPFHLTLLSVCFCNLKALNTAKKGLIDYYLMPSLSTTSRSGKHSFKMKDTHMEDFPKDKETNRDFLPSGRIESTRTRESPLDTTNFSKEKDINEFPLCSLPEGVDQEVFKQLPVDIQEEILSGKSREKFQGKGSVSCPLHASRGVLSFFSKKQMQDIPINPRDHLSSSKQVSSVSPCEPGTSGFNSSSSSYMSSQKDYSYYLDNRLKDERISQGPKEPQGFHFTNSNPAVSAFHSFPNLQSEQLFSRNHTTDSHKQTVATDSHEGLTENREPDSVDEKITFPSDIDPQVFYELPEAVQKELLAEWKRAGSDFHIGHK
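Pol iota at 10 nM preincubated 15 min with compounds at room temperature; reaction started with fluorescent substrate, 50 nM final. Fluorescence read kinetically at 0 and 10 min; buffer-only wells as negative control.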
Pol beta inh: qHTS Assay for Inhibitors of DNA Polymerase Beta; P06746; Pol beta primer extension/strand displacement, fluorescence kinetic; Potency, µM (titrated, usually from 114 µM), without a hit: at the top dose activity change, negative = inhibition, hits mostly inhibitors; 340,000 compounds, 1.3% hits; also: potency is read from the fitted curve at half-maximal effect; % is scaled to controls: 0 for no effect and ±100 for the full control effect
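Kinetic readout of DNA synthesis with strand displacement by Pol beta. Compound and 10 nM enzyme sit 15 min at room temperature; 50 nM substrate starts the reaction, read immediately and at 10 min.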
* = called active by the depositor; ? = inconclusive; / = no result given; & = joins results of further samples; [ ] = dose if it differs, or a comment. Unless noted, calls follow the shape of the dose curve; as a rule, active = well fitted curve in the direction sought with a large enough effect; inconclusive = small, poorly fitted or top-dose-only effect, or another doubt; inactive = no such curve, though single readings can be large; an effect the other way counts as inactive or inconclusive. These rows are one share of the data; rates above refer to the full screens.

The first 2 entries as a preview:
SMILES	BLM inh	LDHA inh	APEX1 inh	Anesthetic bind	POLH inh	Pol kappa inh	GRP78 ERSR act	Pol iota inh	Pol beta inh
Cc1ccc(-n2nc(C)c3c(C)c(CCC(=O)NCc4ccccc4Cl)c(C)nc32)cc1	-2.1%	-7.5	/	-4.0%	/	3.4%	/	32.9%[activator]	2.4%
Cn1ncc(N=Cc2c(O)ccc3ccccc23)c1C(=O)N1CCOCC1	/	18.2	/	/	6.0%	6.0%	-4.7%	19.3%	/

Results (from the top)
SMILES	BLM inh	LDHA inh	APEX1 inh	Anesthetic bind	POLH inh	Pol kappa inh	GRP78 ERSR act	Pol iota inh	Pol beta inh
Cc1ccc(-n2nc(C)c3c(C)c(CCC(=O)NCc4ccccc4Cl)c(C)nc32)cc1	-2.1%	-7.5	/	-4.0%	/	3.4%	/	32.9%[activator]	2.4%
Cn1ncc(N=Cc2c(O)ccc3ccccc23)c1C(=O)N1CCOCC1	/	18.2	/	/	6.0%	6.0%	-4.7%	19.3%	/
Nc1nonc1-n1nnc(C(=O)N/N=C/c2ccc(OCc3ccccc3)cc2)c1CNc1ccccc1	3.8%	-4.0	17.7%	-21.6%	1.7%	-2.5%	0.4%	?	-1.4%
Cc1ccc(C(=O)Nc2nc3c(s2)CCCC3)o1	-0.2%	-1.6	-15.3%	-14.3%	-15.1%	-3.6%	-5.9%	9.0%	34.8%
O=C(O)c1cc(-c2cccnc2)nc2ccc(Br)cc12	-5.8%	0.0	-3.0%	1.6%	-1.9%	13.4%	-4.7%	11.2%	0.9%
Cc1ccc(C)c2[nH]c(=O)c(CN(Cc3nnnn3C3CCCCC3)CC3CCCO3)cc12 (stereo not given)	2.6%	5.7	2.6%	-15.6%	-20.0%	0.0%	-2.8%	0.0%	18.4%
C=CCOc1ccc(CN(C)CC(=O)N(CC(C)C)c2c(N)n(CC(C)C)c(=O)[nH]c2=O)cc1	-0.1%	-3.9	0.2%	-0.3%	-12.3%	0.1%	-6.2%	16.1%	-7.2%
CCC(=N\NC(=O)COc1ccccc1OC)/C(CC)=N/NC(=O)COc1ccccc1OC	/	-3.6	1.1%	/	-1.6%	-22.0%	-1.8%	-6.0%	/
COc1cc(OC)cc(C(=O)NNC(=O)C(=O)Nc2cc(OC)c(Cl)cc2OC)c1	-12.4%	0.7	8.3%	-5.4%	-12.6%	10.5%	-2.0%	91.0%[activator]	?
Cc1nnc(SCC(=O)N(C)CC(=O)Nc2ccccc2Cl)s1	/	2.0	-3.9%	/	-18.3%	-1.4%	-2.4%	-8.4%	/
CC1(C)Cc2nc3scc(NC(=O)c4ccccc4)c3cc2CO1	-3.6%	-6.6	-0.6%	0.8%	-20.0%	-3.2%	6.7%	29.3%	0.0%
CCc1cc2c(SCC(=O)Nc3ccc(NC(C)=O)cc3)ncnc2s1	/	-2.7&6.0	23.4%	/	-3.3%	-9.0%	4.3%	-9.3%	/
COc1cccc(-c2cc(C(F)(F)F)nc(NCc3ccco3)n2)c1	-5.4%	10.8	-4.0%	-13.8%	-18.4%	-4.1%	1.1%	?	-27.6%
CC(C)NC(=O)c1nn(C)c2ccccc12	-0.2%	-1.6	18.4%	-5.1%	-15.0%	-6.0%	-2.2%	-8.3%	37.2%
COc1ccc(CCNC(=O)C(=O)c2c(C)[nH]c3ccccc23)cc1	0.2%	0.7	-0.9%	-16.5%	-9.6%	-12.9%	-3.6%	-0.6%	?
CCOC(=O)c1ccc(NC(=O)Cn2nnc(-c3ccccc3C)n2)cc1	-12.7%	-4.9	-4.4%	-4.1%	-10.6%	-14.7%	0.1%	-7.0%	0.2%
O=S(=O)(CCN1CCN(c2ccccn2)CC1)c1ccc(F)cc1	-0.1%	-4.6	-10.3%	23.2%	-21.8%	-17.1%	-3.1%	2.0%[58.9 µM]	34.9%[activator]
O=C(NCc1ccccc1)c1nncc(-c2ccccc2)n1	/	-9.2	-1.1%	/	-4.4%	0.8%	-2.0%	-14.0%	/
CCN(C(=O)c1ccc(N2CC3CC(C2)c2cccc(=O)n2C3)c(NC(=O)c2ccncc2)c1)c1cccc(C)c1 (stereo not given)	-0.2%	-0.5	22.6%	-13.1%	-8.1%	18.7%	-5.4%	3.5%	11.9%
O=C(O)CSCC(=O)Nc1ccccc1	/	1.8	/	/	-1.9%	-6.0%	0.0%	-11.3%	/
COc1ccc(Cn2c(C(=O)O)c(CNCc3cccc(OC)c3)c3ccc(C)cc32)cc1	-1.4%	3.3	/	?	-16.4%	0.2%	-0.7%	6.7%	2.8%
Cc1ccc(NC(=O)C2CC(=O)N(C(C)C)C2)cc1Cl (stereo not given)	3.6%	9.0&0.2	3.5%	-22.2%	-6.1%	-3.4%	-4.0%	12.9%	-4.7%
O=C(C[n+]1cc(-c2ccc(Cl)cc2)n2c1CCC2)Nc1nc(-c2ccc(F)cc2)cs1	21.9%	-0.9	-3.1%	-24.0%	-18.6%	-1.0%	-0.8%	-19.5%	-15.4%
COc1ccc(/C=N/NC(=O)C2C3CCCCC32)cc1OC (stereo not given)	-2.2%	0.0	1.5%	-18.8%	-18.9%	-2.1%	-3.4%	136.3%[activator]	2.1%
Fc1ccc(N2Cc3ccsc3C=N2)cc1	-2.3%	0.5	-0.2%	-5.7%	-10.7%	-2.1%	6.9%	-12.0%	0.6%
O=C(C1=C[C@H](c2ccc(C(F)(F)F)cc2)C[C@H](OCCCCO)O1)N1CCOCC1	-0.9%	0.7	3.6%	-8.8%	-12.3%	11.9%	-1.7%	-11.4%	0.9%
COc1ccc(CNC(=O)COC(=O)c2n[nH]c3ccccc23)cc1	-1.6%	-0.2	-2.8%	?	0.7%	-7.6%	-0.6%	21.2%	18.5%
COc1ccc(C(=O)NNC(=O)Cc2ccc([N+](=O)[O-])cc2)cc1	5.3%	-6.5	2.3%	-1.7%	-15.2%	-10.0%	-2.1%	8.3%	2.9%
CCOc1ccc(-c2ncnn2-c2sc3c(c2C#N)CCCCC3)cc1	-5.2%	-0.7	/	?	-20.7%	0.0%	1.3%	31.5%[activator]	-2.1%
Cc1cccc(OCCCCCN2CCOCC2)c1	-3.5%	-3.8	23.2%	-7.9%	-4.6%	-1.3%	-6.9%	55.8%[activator]	2.0%
Clc1ccc(CCNC(c2nnc(-c3ccccc3)o2)c2ccccc2Cl)cc1 (stereo not given)	-2.1%	-8.6	/	41.4%[activator]	-9.5%	6.9%	-2.3%	7.3%	8.4%
CC(=NNS(=O)(=O)c1ccc([N+](=O)[O-])cc1)c1ccc(C)cc1	/	-9.7	/	/	-14.1%	3.1%	-7.5%	35.8%[activator]	/
COc1cc2c3nnc(-c4ccc(F)cc4)c-3cn(Cc3ccccc3)c2cc1OC	144.0%[activator]	-3.7	-3.9%	2.4%	-18.3%	3.8%	-12.1%	-2.8%	-3.3%
CCC1=Nc2cc(C(=O)NCCCN3CCN(C)CC3)ccc2Sc2ccccc21	1.9%	-0.2	4.1%	-13.5%	-20.1%	-0.6%	-4.0%	-8.2%	-0.6%
Fc1ccc(-n2ncc3c(Nc4cccc(Cl)c4)ncnc32)cc1	-6.0%	-5.3	/	-16.2%	-13.0%	0.3%[60.1 µM]	2.8%	-8.5%	-4.9%
Cc1cc(C(N)=O)c2ccccc2n1	-1.3%	-4.3	4.2%	-11.1%	-7.6%	-9.6%[60.1 µM]	-1.5%	28.7%	23.8%
CC(Sc1n[nH]c(=O)n1Cc1ccccc1)C(=O)NCC1CCCO1 (stereo not given)	/	-3.5	4.3%	/	2.5%	-8.7%	-3.5%	14.2%	/
CCN(CC)C(=O)CSc1nnc(-c2ccco2)n1N	-4.8%	0.2	0.4%	-5.5%	-10.0%	-22.9%	-3.5%	28.8%	6.0%
CCc1[nH]nc(C(=O)N2CCCC(CNS(=O)(=O)c3cccs3)C2)c1C (stereo not given)	1.5%	-8.5	5.9%	-5.5%	-19.2%	-20.3%	0.5%	36.3%[activator]	10.4%
O=C(/C(=N\Nc1ccc([N+](=O)[O-])cc1)Sc1nnnn1-c1ccccc1)c1ccccc1	-4.8%	-10.1	-6.1%	8.5%	-25.0%	-23.6%	1.6%	-7.5%	6.0%
CCOc1ccc2nc(-c3ccc(OC)c(OC)c3)cc(C(=O)O)c2c1	-4.0%	1.4	-4.9%	1.1%	5.7%	5.5%	-4.4%	7.6%	2.4%
Nc1cccc2c(=O)[nH][nH]c(=O)c12	/	-1.7	-0.4%	/	-5.8%	1.6%	-5.3%	21.4%	/
C/C(=N\NC(=O)c1ccc2c(c1)OCO2)c1cccnc1	-0.9%	-3.7	21.7%	-12.6%	-7.0%	6.5%	-3.6%	36.1%[activator]	19.9%
COc1cc(C)ccc1S(=O)(=O)NC1CC(C)(C)NC(C)(C)C1	-2.0%	-5.3	-4.6%	-9.6%	-19.8%	7.8%	-3.5%	24.2%	43.2%
O=C(CCCc1ccccc1)Nc1cccc([N+](=O)[O-])c1	-12.3%	-0.8	-19.5%	?	-15.7%	-5.2%	5.1%	14.2%	0.2%
Nc1c(C(=O)c2ccccc2)sc(Nc2ccccc2)c1S(=O)(=O)c1ccccc1	4.0%	0.0	-10.9%	5.0%	-8.6%	-7.1%	-1.6%	10.7%	-19.3%
CC(C)(C)c1nnc(NC(=O)NS(=O)(=O)c2ccccc2)s1	-0.9%	-5.1	0.3%	?	-8.6%	-12.1%	-6.4%	-4.5%	45.2%
